Screens (PubChem BioAssay)
Peg3 prom inh: inhibitors of Peg3 promoter; inhibition, % at 20 µM; HeLa PEG-Prom luciferase reporter, luminescence, overnight; actives 1.7% (n = 360,000);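 active = inhibition of at least 50% at 20 µM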
HIF-2a inh: HIF-2a inhibition; AID 624352; actives 0.72% (n = 360,000); inhibition, % at 18.8 µM; 786-0 RCC cells HIF-2a reporter, luciferase luminescence, overnight;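 active = inhibition of the luminescence signal of 40% or more relative to plate controls, in a single-dose primary screen at 18.75 µM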
C8 TRAIL sens: sensitizes caspase-8 expressing cells to TRAIL. NB7+C8 cells + TRAIL, ATPlite viability luminescence. inhibition (viability loss, TRAIL sensitization), % at 10 µM. actives 1% (n = 360,000). AID 624354;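 active = compounds causing at least 50% loss of cell viability in the single-dose screen, relative to plate controls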
NR2E3 ag-1: activates human photoreceptor nuclear receptor NR2E3; Q9Y5X4; GST-NR2E3/biotin-RetCOR TR-FRET, 1536-well; inhibition of corepressor binding, % at 4.78 µM; actives 0.12% (n = 320,000); AID 2300;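 active = percent inhibition above the cutoff of mean plus 3 SD of all tested compounds, set per screening campaign, cut at about 20% in these data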;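 also: 0% = DMSO wells and 100% = biotin wells as full block of FRET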
Target sequence (Q9Y5X4 whole entry, looked up): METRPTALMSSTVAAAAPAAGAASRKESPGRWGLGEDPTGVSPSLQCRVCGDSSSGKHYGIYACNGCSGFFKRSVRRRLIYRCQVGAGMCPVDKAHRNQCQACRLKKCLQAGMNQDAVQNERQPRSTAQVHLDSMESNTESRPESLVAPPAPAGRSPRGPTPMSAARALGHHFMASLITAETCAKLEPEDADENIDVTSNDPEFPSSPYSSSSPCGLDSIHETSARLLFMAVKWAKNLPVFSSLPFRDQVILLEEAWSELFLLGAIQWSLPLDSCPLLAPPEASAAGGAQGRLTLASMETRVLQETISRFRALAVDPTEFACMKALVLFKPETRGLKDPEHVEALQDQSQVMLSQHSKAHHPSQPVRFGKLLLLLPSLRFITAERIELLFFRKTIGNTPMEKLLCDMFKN
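Material: NR2E3–RetCOR corepressor complex | Quantity: 1.35 nM GST-tagged NR2E3 final | Schedule: 5 h at 4 °C | Replication: Singlicate compound wells | Reagent: RetCOR corepressor, biotinylated, 7 nM | Controls: Biotin wells as high control, 0.6% DMSO wells as low control | Signal: TR-FRET, Eu(K)-anti-GST donor, streptavidin-D2 acceptor, ex 340, em 617/671 nm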
KKLEB cytotox: reduces viability of KKLEB cystic fibrosis airway cells; KKLEB CF airway cells viability, ATPlite luminescence, overnight; active compounds read low; cells stimulated with P. aeruginosa culture filtrate; activity change (cytotoxicity), % at 5 µM; actives 0.36% (n = 360,000);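 active = corrected activity change at or below -50% at 5 µM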
TROY signal inh: blocks TROY-dependent signaling in reporter cells | Q293 LMP1-TROYcd NF-kB luciferase reporter, 4 h | inhibition, % at 10 µM | actives 0.98% (n = 360,000);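 active = compounds whose plate-normalised and pattern-corrected inhibition of the luciferase reporter signal at the single screening dose is 50% or more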
MITF TRPM1 inh: MITF TRPM1 promoter inhibition in SK-MEL-5 cells | SK-MEL-5 TRPM1 promoter luciferase, 24 h | inhibition, % at 12.5 µM | actives 0.83% (n = 330,000);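 active = mean inhibition across replicates of 60% or more, whatever share of single replicates reaches that level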; also: values of inactives mirror those of a sister screen read the other way
TWEAK-Fn14 inh: blocks TWEAK-Fn14 interaction in a reporter cell assay; TWEAK-stimulated Fn14 reporter cells, luciferase luminescence, 8 h; inhibition, % at 10 µM; actives 2% (n = 360,000); in the data active = inhibition above about 50%
Shn3 inh set2: reduces Shn3 3'UTR luciferase signal in osteoblasts. Clone20 osteoblast Shn3 3'UTR firefly luciferase, 24 h. actives 0.52% (n = 360,000). inhibition, % at 12.5 µM;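 active = mean inhibition of at least 75% with every replicate also reaching 75%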;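 also: 0% = median of neutral control wells and 100% = pilot-screen positive control compound; some compounds past the cut are filed as inactive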
NR2E3 ag-2: human photoreceptor-specific nuclear receptor agonism. Q9Y5X4. CHO-S Gal4-NCOR/VP16-NR2E3 two-hybrid, luciferase. inhibition of corepressor binding, % at 3.98 µM. actives 0.35% (n = 360,000). AID 602229;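 active = inhibition above the mean of all tested compounds plus 3 SD, cut at about 70% in these data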;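 also: 0% = DMSO with NR2E3 transfected cells and 100% = cells lacking NR2E3 construct; higher means lower luciferase signal from less NR2E3 corepressor binding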
CF NFkB inh: inhibitors of cystic fibrosis induced NF-kB; inhibition, % at 5 µM; actives 0.86% (n = 360,000); KKLEB NF-kB-GFP reporter, PAF-induced, GFP fluorescence overnight;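 active = at least 50% inhibition at 5 µM, scaled per plate between neutral and stimulator controls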;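 also: PAF is a Pseudomonas aeruginosa culture filtrate used as stimulus; plate controls were PAF-stimulated DMSO wells for no effect and unstimulated DMSO wells for full effect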
The depositor's hits bear a star; . = not tested or not shown. A portion of the library; rates above refer to the full screens.

Results follow in this order: NR2E3 ag-1	TROY signal inh	MITF TRPM1 inh	CF NFkB inh	KKLEB cytotox	C8 TRAIL sens	TWEAK-Fn14 inh	HIF-2a inh	Shn3 inh set2	NR2E3 ag-2	Peg3 prom inh
1) Cc1cc(NS(=O)(=O)c2ccc(NC(=O)/C=C/c3ccco3)cc2)nc(C)n1
    0	13	10	-20	6	11	5	14	-7	-7	11
2) CCOc1ccccc1OCCCCN1CCCC1
    -2	-24	-11	-4	-1	-5	-17	18	-16	-24	6
3) Cc1nc2ccc(NC(=O)NCCO)cc2s1
    3	28	-7	-2	-4	-10	-11	-31	-14	-11	-46
4) COc1cc(NC(=O)c2cc(C)nc3ccccc23)cc(OC)c1OC
    -1	-6	7	-4	-13	0	6	9	-9	-18	-4
5) COc1cc(/C=C/c2[nH]c(=O)[nH]c(=O)c2[N+](=O)[O-])cc([N+](=O)[O-])c1O
    2	16	.	-1	0	-2	9	17	6	-21	8
6) CCC(=O)n1nc(-c2ccc(Cl)cc2)nc1N
    -2	-7	-3	4	-5	0	-2	-44	4	-37	-36
7) COc1cc(NC(=O)Cn2c([N+](=O)[O-])cnc2C)c(OC)cc1Cl
    5	14	3	-12	2	-8	0	10	0	-9	13
8) CCC1CCC2(CC1)NC(=O)N(CC(=O)Nc1cc(C)on1)C2=O (configuration not stated)
    0	1	-7	9	-6	11	-2	18	4	-10	2
9) Cc1cccc(NC(=O)CCCCCN2C(=O)[C@@H]3Cc4ccccc4CN3C2=O)c1
    3	-2	1	-3	-5	-13	3	0	10	-5	-12
10) Cc1cc(/C=N/NC(N)=S)c(C)n1-c1ccc(Cl)cc1
    1	-17	-8	-29	9	0	15	-35	13	-17	-5
11) CCOc1ccccc1-c1cc(-c2n[nH]c(=S)n2CC)c2ccccc2n1
    -3	-9	9	-4	-4	16	0	21	-18	16	31
12) CCN(Cc1ccncc1)C(=O)c1ccc2c(c1)S(=O)(=O)c1ccccc1C2=O
    4	-19	1	13	-13	-1	11	3	8	15	6
13) COc1ccc(-n2c(SCC(=O)Nc3ccc(NC(C)=O)cc3)nc3ccccc3c2=O)cc1
    -1	-9	2	-18	3	5	1	17	-5	-4	7
14) O=C(CCC(=O)OCC(=O)c1ccc(Cl)cc1)NC1CCCCC1
    2	2	-10	-4	1	23	5	13	-12	-19	2
15) CCOc1ccccc1C(=O)OCC(=O)NCCc1ccc(OC)cc1
    1	-3	4	-8	10	-4	0	14	-13	-7	20

Among those listed so far, these have a nitro group on carbon.
Results follow in this order: NR2E3 ag-1	TROY signal inh	MITF TRPM1 inh	CF NFkB inh	KKLEB cytotox	C8 TRAIL sens	TWEAK-Fn14 inh	HIF-2a inh	Shn3 inh set2	NR2E3 ag-2	Peg3 prom inh
5) COc1cc(/C=C/c2[nH]c(=O)[nH]c(=O)c2[N+](=O)[O-])cc([N+](=O)[O-])c1O
    2	16	.	-1	0	-2	9	17	6	-21	8
7) COc1cc(NC(=O)Cn2c([N+](=O)[O-])cnc2C)c(OC)cc1Cl
    5	14	3	-12	2	-8	0	10	0	-9	13

Going on with the list:
Results follow in this order: NR2E3 ag-1	TROY signal inh	MITF TRPM1 inh	CF NFkB inh	KKLEB cytotox	C8 TRAIL sens	TWEAK-Fn14 inh	HIF-2a inh	Shn3 inh set2	NR2E3 ag-2	Peg3 prom inh
16) Cc1cc(S(=O)(=O)N2CCCCC2CCNC(=O)C(=O)NCc2cccnc2)ccc1F (configuration not stated)
    0	-11	27	6	-3	9	-9	29	16	-7	13
17) Cc1ccc(C(C(=O)NC(C)(C)C)N(CCCN2CCOCC2)C(=O)c2ccc(-c3ccccc3)[nH]2)o1 (configuration not stated)
    0	-18	-5	11	3	8	1	0	0	-10	-2
18) CO/N=C\CC(=O)Nc1ccc(Cl)c(Cl)c1
    1	6	15	15	-16	-7	-8	-7	5	-25	12
19) CCOC(=O)c1c(/N=C/C2=C(O)CC(C)(C)CC2=O)sc(C(C)=O)c1C
    3	4	2	22	-13	-12	-1	-59	6	-39	-39
20) COc1ccc(CCNC(=O)C2CCN(S(C)(=O)=O)CC2)cc1
    -2	-19	15	-8	-14	19	13	8	-32	-37	2
21) Cc1noc(C)c1C(=O)Nc1ccc(Cl)cc1C(F)(F)F
    -3	4	-5	-11	-14	12	9	-4	14	-11	4
22) Cc1ccccc1NC(=O)c1cccc(S(=O)(=O)Oc2ccc([N+](=O)[O-])cc2)c1
    2	23	3	-2	-2	-5	3	-14	-16	31	19
23) Nc1cc(S(=O)(=O)Nc2ccc(Br)cc2)ccc1Cl
    -4	10	-11	11	-1	-30	13	27	8	-29	19
24) NC(=O)C1C2C=CC(C2)C1c1ccccc1 (configuration not stated)
    .	-8	8	-14	7	-14	10	-3	7	9	-1
25) O=S(=O)(c1ccc(NCCc2c[nH]c3ccccc23)nc1)N1CCOCC1
    -2	13	12	-7	-6	7	-5	3	-18	0	5
26) O=C(Nc1ccc([N+](=O)[O-])cn1)c1cccnc1
    0	7	-2	10	9	-4	4	7	4	5	1
27) C/C(=N\NC(=S)NCc1ccccc1)c1cccs1
    2	-13	-30	-19	14	-14	-1	-188	-12	-18	-124
28) Cc1ccc(C(=O)NCc2ccc3c(c2)OCO3)cc1C
    0	-4	-23	-2	5	4	-2	-87	-7	-74	-45
29) CSC1CCCCC1(O)CSc1nc2ccccc2o1 (configuration not stated)
    3	-8	-14	-14	0	-11	-4	-31	-32	-38	-24
30) CCCN(C(=O)CSc1cc(-c2ccccc2)c2ccc(OC)cc2n1)C1CCS(=O)(=O)C1 (configuration not stated)
    -1	9	-20	-17	7	2	0	7	7	-24	7
31) CC(C)C(=O)N1CCc2cc(-c3csc(N)n3)ccc21
    0	32	-69	8	-19	9	22	-139	-7	-16	-103
32) CC(C)CC1Nc2ncnc(N3CCOCC3)c2N(Cc2ccc(Br)cc2)C1=O (configuration not stated)
    2	-8	9	14	0	-15	-2	18	-10	10	16
33) Cc1cccc(C2NC(c3cccc(C)c3)C(C)C(=O)C2C)c1 (configuration not stated)
    2	0	3	-2	-1	15	-22	26	12	-12	17
34) Cn1c(=O)c2c(SCC(=O)NCC3CCCO3)nc(-c3ccccc3Cl)nc2n(C)c1=O (configuration not stated)
    -1	-16	-4	-2	12	6	3	11	13	-25	32
35) O=C(N/N=C/c1ccccc1O)C1CCCC1
    4	-8	-6	-4	8	7	-8	-33	27	-85	-14
36) CCN(CC)CCCn1c(=S)[nH]c2cc(OC)c(OC)cc2c1=O
    2	-21	-13	-7	-1	-10	-8	2	-11	-15	-7
37) COc1ccc2c(c1)c(C(=O)CN1CCN(C(=O)c3ccco3)CC1)c(C)n2C
    5	-2	7	6	-15	5	0	30	-1	14	36
38) Cc1ccc(S(=O)(=O)N(C)c2ccc3ccccc3c2)cc1
    0	14	-1	-9	0	-5	5	9	8	1	21
39) Cc1ccc2cc(CCNC(=O)c3ccc(S(=O)(=O)N4CCCCC4)cc3)c(=O)[nH]c2c1
    -3	17	15	-5	17	6	15	15	25	-22	26
40) COC(=O)C1=C(C)NC(=O)/C1=C\c1ccco1
    -1	-11	-1	-20	7	-17	-6	-32	0	-13	-16
41) O=C(NC(=S)N1CCCC1)c1ccc(Cl)cc1Cl
    -2	-9	6	8	7	7	-6	1	-4	-8	5
42) CCN(CC)S(=O)(=O)c1cccc(NC(=O)C2CC(=O)N(c3ccc4c(c3)OCCO4)C2)c1 (configuration not stated)
    1	6	3	6	12	-4	11	4	4	-4	12
43) COc1ccc(C(CNC(=O)c2oc3ccc(Cl)cc3c2C)N2CCCCC2)cc1 (configuration not stated)
    -7	-27	-3	10	-2	28	-4	5	-31	-16	9
44) COc1nc(-c2ccccc2)ccc1-c1noc(C)n1
    1	-67	-50	9	-10	6	-1	-211	-15	-61	-219
45) Cc1nc2scc(C)n2c(=O)c1S(=O)(=O)N1CCN(c2ccccc2)CC1
    -4	0	2	13	-4	-8	8	1	14	-14	8
46) COc1ccccc1CCc1nnc(CCC(=O)N(C)Cc2cccc3cnccc23)o1
    0	-56	-51	-13	11	-1	-23	-199	-32	-85	-243
47) COc1ccc(CNC(=O)CN(C)S(=O)(=O)c2ccc3c(c2)c(=O)n(C)c(=O)n3C)cc1
    0	3	8	0	2	-9	-10	8	-3	-13	-1
48) O=C(NCCCN1CCOCC1)NC1CCCCC1
    0	-29	2	-10	-3	-5	-15	-3	3	-8	-5
49) CCCCC(=O)Nc1cc2nn(-c3ccc(OC)cc3)nc2cc1C
    -5	-33	-51	7	-5	-21	-43	-97	-45	-35	-84
50) O=C1C(=O)N(Cc2ccco2)C(c2cccc(Cl)c2)/C1=C(\O)c1ccc2c(c1)OCCO2 (configuration not stated)
    15	.	-11	8	-2	-4	-10	-26	4	-1	-14
51) O=C(NC(Cc1c[nH]c2ccccc12)C(=O)O)c1ccc(Br)cc1 (configuration not stated)
    3	-8	1	-20	7	-8	4	-1	5	-4	-45
52) Cc1csc(NC(=O)CCCc2cccs2)n1
    0	-76	-37	10	2	-3	-3	-41	-1	-27	-114
53) CC1(C)NC(=O)C(CCc2ccccc2)NC1=O (configuration not stated)
    .	1	.	-2	-12	-11	12	7	-13	7	3
54) COc1ccc(CCn2c(SCC(=O)Nc3cc(C)on3)nc3ccccc3c2=O)cc1OC
    -2	3	-2	64*	-79*	29	9	5	28	-9	23
55) COc1ccc(CN2CCN(CCC(C)C)C(CCO)C2)cc1Cn1cncn1 (configuration not stated)
    4	2	2	0	-1	-3	15	-1	-50	9	17
56) CC(C)c1nc(SCC(=O)N2CCCc3ccccc32)c2c(=O)n(C)c(=O)n(C)c2n1
    4	21	.	64*	-8	-15	40	0	32	-7	63*
57) CCc1ccccc1N(C)S(=O)(=O)c1ccc2[nH]cc(C(=O)O)c(=O)c2c1
    2	12	8	-23	-14	7	-7	15	-8	11	10
58) COc1ccccc1NC(=O)CSc1nncn1-c1cccnc1
    1	2	21	-26	6	0	-6	-9	5	-14	-1
59) COc1ccc(S(=O)(=O)NCc2ccncc2)cc1NC(=O)c1ccccc1C
    2	1	-2	7	-13	13	8	3	-6	-3	20
60) CC(C)COC(=O)CCNc1n[nH]c(=O)[nH]c1=O
    1	-5	7	-1	5	0	-1	1	-29	-1	4
61) CC(C)(C)c1nnc(NC(=O)CCS(=O)(=O)Cc2ccccc2)s1
    3	9	7	21	-3	-8	-2	4	8	-14	-16
62) Cc1cc(S(=O)(=O)Nc2ccc(F)cc2)c(C)s1
    0	-4	5	6	4	0	20	29	-11	19	25
63) CCCC(CCC)C(=O)OC1C[C@H]2CC[C@@H](C1)[N+]2(C)C (some centres not stated)
    0	-5	0	-6	-9	-3	-7	2	-34	-27	4
64) O=C(Nc1cccc(-c2cn3c(n2)SCC3)c1)c1ccc2ccccc2n1
    -1	-31	-54	-47	7	16	-11	-164	-25	-220	-197
65) CC(=O)c1ccccc1NS(=O)(=O)c1ccc2c(c1)CC(=O)N2
    3	11	9	-20	7	4	24	17	59	0	12
66) COc1ccc(/C=N/NC(=O)c2cc(-c3ccccc3OC)nc3ccccc23)cc1COC(C)=O
    3	2	22	0	7	0	17	19	7	-5	18
67) CC(C)Oc1ccc(CSc2ncn[nH]2)cc1
    2	-19	-36	18	14	4	-16	-127	-38	-46	-115
